Neddyl block = inhibitors of cullin neddylation, primary screen, biochemical, TR-FRET, uHTS, NAE and Ubc12; NEDD8-conjugating enzyme Ubc12 (Homo sapiens) + NEDD8-activating enzyme E1 regulatory …; calls only at 25 µM; 360,000 tested, 0.58% active; AID 651699, 2012; in the data active means inhibition above about 36%
NadD block = inhibitors of S. aureus NadD, primary screen, biochemical, colorimetric, uHTS; 360,000 tested, 0.78% active; purified NadD enzyme, colorimetric absorbance read-out; Nicotinate-nucleotide adenylyltransferase NadD (Staphylococcus aureus N315); AID 602399, 2012; inhibition, % at 20 µM; in the data active means inhibition above about 26%; further: some compounds past the cut are filed as inactive
Rpn11 inh = Rpn11 (PSMD14) deubiquitinase inhibitors, primary screen, biochemical, fluorescence polarization, uHTS. calls only at 20 µM. human 26S proteasome, Ub4-pepOG fluorescence polarization; 20S core pre-blocked with epoxomicin. 26S proteasome non-ATPase regulatory subunit 14 (Homo sapiens), O00487. 360,000 tested, 0.59% active;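 active means inhibition at 20 µM, scaled to each plate's controls, above about 33%, limit read from the data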
MT1-MMP act inh = blockers of MT1-MMP proenzyme processing, primary screen, HT1080 RFP-PRO-GFP cells, GFP/RFP fluorescence | Matrix metalloproteinase-14 (Homo sapiens), P50281 | GFP/RFP ratio fluorescence, overnight; percent of plate control window, DMSO zero | GFP/RFP ratio change, % at 20 µM | 360,000 tested, 0.061% active | AID 651647, 2012;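 active means GFP/RFP ratio change of at least 30% with cell ATP level not reduced by more than half and red fluorescence within 50% of control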; further: strong numbers were not always called active
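Test system: HT1080 RFP-PRO-GFP cells; Benchmarks: DMSO and RFP-L50D-GFP cell wells; Timing: cells overnight before dosing, compound overnight, 37 °C, 5% CO2; Compound: one 20 µM compound dose with 1% DMSO; Read-out: GFP/RFP fluorescence ratio.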
Rin1-Abl PPI inh = inhibitors of Rin1-Abl protein binding, primary screen, biochemical, TR-FRET; Tyrosine-protein kinase ABL1 (Homo sapiens) + Ras and Rab interactor 1 (Homo sapiens), …; inhibition, % at 7.35 µM; 360,000 tested, 0.4% active; in the data active means inhibition above about 5%, passing the limit was not always enough
SKN-1 inh = suppressors of acrylamide-induced Pgst-4::GFP reporter in worms, primary screen, SKN-1 inhibitor project, whole organism, uHTS, GFP/RFP fluorescence ratio, strain VP596 | 360,000 tested, 0.49% active | C. elegans VP596 Pgst-4::GFP/RFP ratio, 24 h | AID 624304, 2012 | inhibition, % at 21.8 µM;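 active means interference check ratio from 0.5 to 1.5 plus GFP to RFP signal ratio inhibition reaching or exceeding a fixed threshold, cut at about 30% in these data, passing the limit was not always enough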; further: some compounds called inactive have numbers as strong as hits
MLLE-PAM2 inh = inhibitors of PABP1 MLLE–PAM2 peptide binding, primary screen, biochemical, fluorescence polarization, FITC-PAM2, GST-MLLE | Polyadenylate-binding protein 1 (Homo sapiens), P11940 | inhibition, % at 20 µM | 360,000 tested, 0.36% active; in the data active means inhibition above about 35%, passing the limit was not always enough;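 further: plate controls were DMSO wells with GST-MLLE for no effect and wells lacking GST-MLLE protein for full effect; some results filed as inactive read as strong as hits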
FAS TE block = FAS thioesterase domain inhibitors, primary screen, biochemical, fluorescence intensity, uHTS. Fatty acid synthase (Homo sapiens), P49327. recombinant FAS-TE, OMFH fluorogenic substrate, fluorescence endpoint. inhibition, % at 15 µM. 360,000 tested, 0.67% active. AID 602261, 2012;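 active means compounds whose normalised, plate-corrected inhibition of enzyme fluorescence in the single-dose primary screen is 50% or more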;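 further: 0% = DMSO with enzyme and 100% = substrate without enzyme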
CSN deneddyl inh = inhibitors of CSN-mediated cullin deneddylation, primary screen, biochemical, fluorescence polarization, uHTS; COP9 signalosome complex subunit 5 (Homo sapiens), Q92905; Purified CSN, SCF-Nedd8-OG deneddylation; inhibition, % at 12.5 µM; 360,000 tested, 0.38% active;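 active means pattern-corrected inhibition above about 35%, with an unprinted fluorescence ratio check between 0.5 and 1.5, limit read from the data, passing the limit was not always enough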;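 further: 0% = enzyme with substrate and 100% = substrate without enzyme; some results filed as inactive read as strong as hits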
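Assay system: purified human Csn5 enzyme expressed in HEK293T cells; Input: 0.24 nM Csn5 enzyme, final concentration; Reagent: 10 nM SCFSkp2-Nedd8OG; Compound dosing: 12.5 µM single point; Times: reaction 90 min, room temperature; Technique: fluorescence polarization readout.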
Active calls of the source: *; i = inactive; nt = no result given; + = active, no number.

nr	Compound	Neddyl block	NadD block	Rpn11 inh	MT1-MMP act inh	Rin1-Abl PPI inh
1	Cc1c2cc[n+](CCN3CCCCC3)cc2c(C)c2c1[nH]c1ccc(O)cc12	i	48*	+	4	-11
2	CC1CN(/C(=N\S(=O)(=O)c2ccccc2)c2ccccc2)CC(C)O1 (stereo not drawn)	i	-4	i	-2	-2
3	CN1C(=O)c2ccc(NC(=O)c3c(F)c(F)c(F)c(F)c3F)cc2C1=O	i	-1	i	1	2
4	O=C(c1[nH]c(C(F)(F)F)nc1-c1ccccc1)N1CCC2(CC1)C(=O)NCN2c1ccccc1	i	0	i	2	1
5	CCOC(=O)c1c(C)[nH]c(C)c1C(=O)COC(=O)c1cc(OC)cc(OC)c1	i	1	i	1	0
6	Cc1c(Br)cccc1NC(=O)C1(C)CCN1C(C)C (stereo not drawn)	i	1	i	-8	-1
7	Nc1[nH]c(C(=O)c2ccccc2)c(-c2ccccc2Br)c1C(=O)c1ccccc1	i	13	nt	0	nt
8	Cc1cccc(OCCNC(=O)c2cccc(Oc3ccc(C(F)(F)F)cc3[N+](=O)[O-])c2)c1	i	-8	i	0	-4
9	CCC(C)NC(=O)C1c2ccccc2C(=O)N(c2ccc(OC)cc2)C1c1ccc(OC)cc1 (stereo not drawn)	i	-7	i	0	6
10	CCC(=O)Nc1cccc(NC(=S)NC(=O)c2ccc(Cl)cc2Cl)c1	i	-12	i	4	0
11	Cc1cc(C(=O)N/N=C/c2cccnc2)c2ccccc2n1	i	-8	i	1	0
12	COc1ccc(C)cc1N(C(=O)c1ccco1)C(C(=O)NC1CCCC1)c1cc(OC)c(OC)c(OC)c1 (stereo not drawn)	i	6	i	0	1
13	CSc1nc2ccccc2n1C(=O)NC1CCCCC1	i	3	i	4	3
14	Cc1ccc(S(=O)(=O)CC(=O)Nc2nnc(C(C)(C)C)s2)cc1	i	3	i	6	-1
15	Cc1ccc(/C=C/C(=O)N2CCN(c3ccc(F)cc3)CC2)o1	i	2	i	7	-2

nr	SKN-1 inh	MLLE-PAM2 inh	FAS TE block	CSN deneddyl inh
1	18	-18	-4	100*
2	-17	4	-3	0
3	-11	4	1	4
4	12	-13	-8	4
5	17	3	5	-19
6	8	-10	1	3
7	8	nt	4	-6
8	7	4	30	-21
9	-7	4	1	1
10	6	31	7	-12
11	-6	1	0	2
12	4	22	0	-4
13	24	3	-2	5
14	1	38*	-9	0
15	-6	8	-6	-18

Following part
nr	Compound	Neddyl block	NadD block	Rpn11 inh	MT1-MMP act inh	Rin1-Abl PPI inh
16	Cn1c(=O)c2c(nc(N3CCOCC3)n2CCSc2ncccn2)n(C)c1=O	i	4	i	8	1
17	Cc1cccc(-n2c(SCC(=O)c3c(N)n(C4CC4)c(=O)[nH]c3=O)nnc2N2CCOCC2)c1	i	-2	i	1	1
18	O=C(O)CSc1nnc(-c2ccccc2)o1	i	5	i	6	-2
19	COc1ccc(C2CC3(CC(C)(C)NC(=O)N3)Oc3cc(O)ccc32)cc1 (stereo not drawn)	i	8	i	5	-5
20	COc1ccc(NC(=O)C2CCCN(S(=O)(=O)c3ccc(C)cc3)C2)cc1OC (stereo not drawn)	i	-3	i	-19	2
21	Cc1cc(C)cc(NC(=O)N2C3CCCC2CC(NC(=O)C2CC2)C3)c1 (stereo not drawn)	i	3	i	1	0
22	COc1ccccc1CCc1nnc(CCC(=O)NCCC2CCCCO2)o1 (stereo not drawn)	i	0	i	0	1
23	O=C(CCc1n[nH]c(=O)[nH]c1=O)N1CCOCC1	i	1	i	-2	-2
24	Cc1ccccc1CSCC(=O)NCc1ccco1	i	-2	i	-7	1
25	CC1CN(C(=S)NC2CCCC2)CC(C)O1 (stereo not drawn)	i	-7	i	-1	-2
26	O=C(NN=Cc1ccccc1Cl)c1ccc([N+](=O)[O-])cc1	i	0	i	5	2
27	CC1CCC(C(C)C)C(NC(=O)c2ccncc2)C1 (stereo not drawn)	i	1	i	2	4
28	COc1ccc(/[N+]([O-])=C/c2ccoc2)cc1	i	-1	i	-1	-1
29	C=CCc1c(C)[nH]c(=O)[nH]c1=O	i	5	i	-1	2
30	CCN1/C(=C2\C(=O)N(C)C(=S)N2C)C=Cc2ccccc21	i	2	i	4	-11

nr	SKN-1 inh	MLLE-PAM2 inh	FAS TE block	CSN deneddyl inh
16	10	9	-6	2
17	0	7	-6	-3
18	-4	1	-5	2
19	-2	-8	-3	-7
20	7	-20	11	1
21	9	20	-2	0
22	-5	10	-9	-5
23	2	4	-3	4
24	-5	24	-8	7
25	15	-101	-4	0
26	17	4	-6	-1
27	0	9	2	3
28	7	10	-6	1
29	8	4	-2	3
30	15	-108	-4	2

Whole records, quoted from the list:
`C=CCc1c(C)[nH]c(=O)[nH]c1=O` is listed as Neddyl block: i; NadD block: 5; Rpn11 inh: i; MT1-MMP act inh: -1; Rin1-Abl PPI inh: 2; SKN-1 inh: 8; MLLE-PAM2 inh: 4; FAS TE block: -2; CSN deneddyl inh: 3
`COc1ccc(NC(=O)C2CCCN(S(=O)(=O)c3ccc(C)cc3)C2)cc1OC` (stereo not drawn) is listed as Neddyl block: i; NadD block: -3; Rpn11 inh: i; MT1-MMP act inh: -19; Rin1-Abl PPI inh: 2; SKN-1 inh: 7; MLLE-PAM2 inh: -20; FAS TE block: 11; CSN deneddyl inh: 1

(continued)
nr	Compound	Neddyl block	NadD block	Rpn11 inh	MT1-MMP act inh	Rin1-Abl PPI inh
31	CC(=O)Nc1ccc(NC(=O)CSc2nc3c(=O)n(C)c(=O)n(C)c3n2C)cc1	i	-6	i	-1	5
32	Cc1cc(=O)oc2cc(OCC(=O)Nc3c(Cl)cccc3C(F)(F)F)ccc12	i	-5	i	3	1
33	Cc1c(NC(=O)c2cc(-c3ccccc3O)on2)c(=O)n(-c2ccccc2)n1C	i	1	i	0	-3
34	Cc1ccc2nsnc2c1NC(=O)c1ccc(-c2cc(Cl)ccc2Cl)o1	i	22	i	-10	-1
35	O=C(CN1C(=O)NC2(CCCC2)C1=O)Nc1ccc(C(F)(F)F)cc1	i	0	i	0	4
36	COc1cccc(C(=O)C2CCCN(C(=O)c3cccc(C#CC(C)(C)O)c3)C2)c1 (stereo not drawn)	i	1	i	-1	3
37	O=C(Cn1nnc2ccccc21)NCc1ccccc1	i	-6	i	3	-4
38	CCN(Cc1ccccc1)C(=O)c1cc(S(=O)(=O)N2CCOCC2)cn1C	i	-4	i	0	1
39	Cc1cc(NC(=O)CN2C(=O)S/C(=C\c3ccccc3)C2=O)no1	i	0	i	3	2
40	CC(/C=N/n1c(-c2ccccn2)n[nH]c1=S)=C\c1ccccc1	i	5	i	2	1
41	O=C(CCN1C(=O)/C(=C/c2ccc(Cl)cc2)SC1=S)Nc1cccc(C(=O)O)c1	i	13	i	11	1
42	COc1ccc2c(-c3cc4ccc(OCc5ccc(F)cc5)cc4oc3=O)cc(=O)oc2c1	i	14	+	-5	1
43	Cc1ccc(-n2ncc3c2CCCC3NC(=O)c2cnccn2)cc1C (stereo not drawn)	i	-2	i	-2	-1
44	CCC(c1nnc(SCC(=O)Nc2ccc(C(C)=O)cc2)n1C1CCCCC1)N(C)C (stereo not drawn)	i	-1	i	1	3
45	CCN(CC(=O)NCc1cccs1)C(=O)c1cccc(S(=O)(=O)N2CCc3ccccc32)c1	i	-7	i	1	0

nr	SKN-1 inh	MLLE-PAM2 inh	FAS TE block	CSN deneddyl inh
31	-11	20	-4	1
32	-9	9	14	0
33	-11	-13	-3	-5
34	12	7	0	12
35	1	0	4	1
36	0	6	-2	-7
37	27	9	-6	21
38	-7	-15	0	3
39	-3	-2	-4	-3
40	18	-85	-7	1
41	6	10	14	2
42	0	-7	-2	-1
43	17	-3	-4	1
44	8	18	-3	0
45	14	-12	23	2

Further compounds.
nr	Compound	Neddyl block	NadD block	Rpn11 inh	MT1-MMP act inh	Rin1-Abl PPI inh
46	COC(=O)C/C(O)=C(/N=Nc1cccc(C(F)(F)F)c1)C(=O)OC	i	7	i	-4	-5
47	COc1ccc(-c2ccc(C(=O)O)o2)c([N+](=O)[O-])c1	i	0	i	-1	1
48	CC(=O)Nc1sc2c(c1C#N)CC(C)(C)NC2(C)C	i	-2	i	-1	1
49	CCOC(=O)c1cnc2c(OC)cccc2c1N1CC(C)CC(C)C1 (stereo not drawn)	i	-6	i	-4	2
50	COc1ccc(C2=NN(c3ccccc3)C(c3cccs3)C2)cc1 (stereo not drawn)	nt	-3	i	-5	2
51	CCCn1nnc(NC(=O)C(c2ccccc2)c2ccccc2)n1	i	1	i	0	5
52	COc1ccc(C(C)=O)cc1Cn1c(C)c(C(=O)NC2CC2)sc1=O	i	5	i	5	-1
53	Cc1ccc(C)c(S(=O)(=O)c2c(C)cc(C)nc2Cl)c1	i	-8	i	4	3
54	CN=Cc1nc(-c2ccccc2)oc1O	i	-1	i	0	-3
55	CN(CC(=O)NNC(=O)c1cccnc1)S(=O)(=O)c1cc(Cl)ccc1Cl	i	-2	i	2	2
56	COCC(C)NS(=O)(=O)c1ccc(NC(=O)C(Cc2ccccc2)NC(N)=O)cc1 (stereo not drawn)	i	-3	i	-3	4
57	COc1ccc([C@@H]2Sc3ccccc3NC(=O)[C@@H]2O)cc1	i	-2	i	1	-2
58	COC(=O)c1sccc1NC(=O)c1cc2c(s1)CCCC2	i	-3	i	-5	1

nr	SKN-1 inh	MLLE-PAM2 inh	FAS TE block	CSN deneddyl inh
46	-6	0	-3	6
47	12	22	-3	-3
48	5	6	-8	2
49	-7	7	10	1
50	5	-13	16	2
51	6	8	-2	-2
52	-4	12	-8	0
53	-12	16	6	-2
54	12	-7	-6	-8
55	-10	6	-4	4
56	-6	2	-7	1
57	-1	3	-4	-3
58	-8	0	26	10

Some of these compounds in order of heavy-atom count, highest first:
nr	Compound	Neddyl block	NadD block	Rpn11 inh	MT1-MMP act inh	Rin1-Abl PPI inh
32	Cc1cc(=O)oc2cc(OCC(=O)Nc3c(Cl)cccc3C(F)(F)F)ccc12	i	-5	i	3	1
58	COC(=O)c1sccc1NC(=O)c1cc2c(s1)CCCC2	i	-3	i	-5	1
13	CSc1nc2ccccc2n1C(=O)NC1CCCCC1	i	3	i	4	3
29	C=CCc1c(C)[nH]c(=O)[nH]c1=O	i	5	i	-1	2

nr	SKN-1 inh	MLLE-PAM2 inh	FAS TE block	CSN deneddyl inh
32	-9	9	14	0
58	-8	0	26	10
13	24	3	-2	5
29	8	4	-2	3

Compound activity (PubChem BioAssay)
